Compound activity: PubChem BioAssay, National Center for Advancing Translational Sciences (NCATS)
TRPV1 ag = HTS Assay for Compounds that Act as Agonists of the Vanilloid Receptor 1; Transient receptor potential cation channel subfamily V member 1 (Homo sapiens), Q8NER1; activation, % at 8.33 µM; TRPV1-expressing cells, Fluo-8 calcium influx, agonist mode; 320,000 tested, 0.19% active; in the data active = activation above about 80%; inconclusive = between about 30% and that limit; also: 0% is about no effect
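Cells expressing TRPV1 were dye-loaded with Fluo-8 and read kinetically: 10 s baseline, 3 min after compound (agonist portion), then 2 min after EC20 capsaicin (allosteric enhancer portion). Calcium-bound dye fluorescence at 480/520 nm.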
KCNH2 WT inh = qHTS for Inhibitors of KCHN2 3.1: Wildtype qHTS. Voltage-gated inwardly rectifying potassium channel KCNH2 (Homo sapiens), Q12809. U2OS, BacMam KCNH2, thallium flux FluxOr; hits give low values. activity change, % at 1.84 µM. 340,000 tested, 0.37% active;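 active = maximum activity change below -70%; inconclusive = maximum activity change between -70% and -50%; inactive = maximum activity change above -50%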; also: % is scaled to controls: 0 for no effect and ±100 for the full control effect
Target sequence (Q12809 whole entry, looked up): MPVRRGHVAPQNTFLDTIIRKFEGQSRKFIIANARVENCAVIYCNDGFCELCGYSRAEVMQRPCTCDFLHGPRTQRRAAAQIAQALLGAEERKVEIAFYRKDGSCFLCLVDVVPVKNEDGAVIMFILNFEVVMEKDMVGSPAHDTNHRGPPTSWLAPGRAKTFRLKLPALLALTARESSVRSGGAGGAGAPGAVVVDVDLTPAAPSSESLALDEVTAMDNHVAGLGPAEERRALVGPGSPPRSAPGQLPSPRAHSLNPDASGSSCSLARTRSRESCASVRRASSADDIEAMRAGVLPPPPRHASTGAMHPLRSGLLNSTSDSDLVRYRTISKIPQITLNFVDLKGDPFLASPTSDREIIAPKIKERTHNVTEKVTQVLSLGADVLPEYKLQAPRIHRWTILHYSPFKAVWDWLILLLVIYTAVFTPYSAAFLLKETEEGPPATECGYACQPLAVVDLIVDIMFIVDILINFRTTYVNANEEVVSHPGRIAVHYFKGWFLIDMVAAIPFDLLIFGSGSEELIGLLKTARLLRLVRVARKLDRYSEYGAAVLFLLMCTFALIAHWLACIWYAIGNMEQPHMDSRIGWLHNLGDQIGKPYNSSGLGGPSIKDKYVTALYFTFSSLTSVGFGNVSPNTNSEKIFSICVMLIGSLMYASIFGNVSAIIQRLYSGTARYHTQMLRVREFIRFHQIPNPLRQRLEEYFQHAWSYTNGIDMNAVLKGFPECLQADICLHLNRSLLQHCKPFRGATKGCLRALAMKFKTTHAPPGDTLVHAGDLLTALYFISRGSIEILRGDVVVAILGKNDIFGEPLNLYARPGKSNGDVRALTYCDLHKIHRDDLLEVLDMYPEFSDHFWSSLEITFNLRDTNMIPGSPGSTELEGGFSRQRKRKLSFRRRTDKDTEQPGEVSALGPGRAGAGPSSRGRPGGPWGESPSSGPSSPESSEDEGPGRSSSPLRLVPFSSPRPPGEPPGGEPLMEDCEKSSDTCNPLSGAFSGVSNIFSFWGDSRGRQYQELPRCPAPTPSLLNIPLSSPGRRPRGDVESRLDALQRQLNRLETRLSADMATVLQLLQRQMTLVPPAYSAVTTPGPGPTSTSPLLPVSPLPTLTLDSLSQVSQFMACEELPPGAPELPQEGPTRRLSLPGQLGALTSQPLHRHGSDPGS
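U2OS cells transduced with wild-type KCNH2 virus are loaded with FluxOr dye for 45 min, and thallium flux is measured in kinetic reads before and after stimulation buffer. Rate constants are normalized to DMSO controls.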
AT treatment = qHTS Assay for Identifying a Potential Treatment of Ataxia-Telangiectasia | […] A-T fibroblasts, KAP-1 phosphorylation AlphaLISA; neocarzinostatin DNA damage 30 min before lysis | Potency, µM (doses to about 57.5 µM), for inactives: at the top dose activation, actives largely listed as activators | 320,000 tested, 0.19% active; also: potency is read from the fitted curve at half-maximal effect; % of control where 0% means no effect; nearly all actives have a fitted effect of over 45% in size
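hTERT-immortalized A-T patient fibroblasts ([…]), 500 cells/well in OPTI-MEM, 1% FBS, got compounds for 60 min, then NCS for 30 min at 37C. Lysates were then assayed for phospho-KAP-1 by AlphaLISA (anti-pKAP1 donor, anti-KAP1 acceptor beads), 6 hr at 25C.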
ASM inhibitor = Inhibitors of Secretory Acid Sphingomyelinase (S-ASM): qHTS; Potency, µM (series often up to 57.5 µM), for the others: at the highest dose activity change, negative = inhibition, actives largely listed as inhibitors; 340,000 tested, 0.006% active; AID 504937, 2011; placental ASM, HMU-PC fluorogenic substrate, 60 min; Sphingomyelin phosphodiesterase (Homo sapiens), P17405; also: potency is read from the fitted curve at half-maximal effect
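qHTS format. ASM enzyme prepared from human placenta hydrolyses the fluorogenic substrate HMU-PC0 (9 uM final) over 60 min at 37 °C after a 10 min compound preincubation.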
KCNH2 3.1 inh = qHTS for Inhibitors of KCHN2 3.1: Mutant qHTS. Potassium voltage-gated channel subfamily H member 2, brain isoform KCNH2 3.1 (human). U2OS KCNH2 3.1, thallium flux FluxOr; hits give low values. activity change, % (tested at about 1.8 µM). 340,000 tested, 0.95% active;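 active = maximum activity change below -70%; inconclusive = maximum activity change from -70% to -50%; inactive = maximum activity change above -50%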;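 also: thallium influx rate constant from kinetic fluorescence after stimulation buffer; % is scaled to controls: 0 for no effect and ±100 for the full control effect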
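FluxOr-based Tl+ influx in U2OS cells transduced with KCNH2 3.1 virus; rate constants normalized to DMSO controls.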
Integrin act MD = qHTS for Activators of Integrin-Mediated Alleviation for Muscular Dystrophy. alpha7betagal myoblasts, beta-gal FDG fluorescence, 48 h. AID 624291, 2012. 350,000 tested, 0.064% active. Potency, µM (doses to about 38.3 µM), for inactives: at the top dose activation, hits mostly activators;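 also: potency is read from the fitted curve at half-maximal effect; 100% = response of the positive control SU9516; nearly all actives have a fitted effect of over 60% in size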
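alpha7betagal+/- myoblasts (passage 13, 250/well) treated 48 h at 37C with compounds at 1:260 dilution of DMSO stock. Lysed, then beta-galactosidase activity read as FDG fluorescence (ex 480/em 540) after 30 min, with pre-read for autofluorescence.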
Coupling enz = qHTS Assay for Inhibitors of Fructose-1,6-bisphosphate Aldolase from Giardia Lamblia: Coupling assay counterscreen; coupling enzyme system counterscreen, AmpLite Red fluorescence; activity change, negative = inhibition, % at 58.2 µM, hits read low; 290,000 tested, 0.67% active; AID 2472, 2010; in the data active = activity change below about -30%; also: % is scaled to controls: 0 for no effect and ±100 for the full control effect
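Activity here indicates interference with the coupling reaction, not aldolase inhibition. Compounds at 57.5 uM final met coupling enzymes for 10 min at RT; substrate and AmpLite Red detection followed, with a 525/598 nm fluorescence read after 20 min.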
GALK inhibitor = qHTS Assay for Inhibitors of Human Galactokinase (GALK). P51570. Purified GALK, Kinase-Glo residual ATP luminescence. Potency, µM (top dose mostly 57.5 µM), without a hit: top-dose activity change, negative = inhibition, most hits filed as inhibitors. 270,000 tested, 0.007% active. AID 1868, 2009; also: potency is read from the fitted curve at half-maximal effect; % is scaled to controls: 0 for no effect and ±100 for the full control effect
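ATP-depletion format; final 35 uM ATP, 100 uM D-galactose, 5 nM enzyme; pH 8.0 HEPES/Mg2+ buffer; 60 min RT; luminescence read 10 min after detection reagent.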
MBNL1 CUG block = qHTS Assay for Inhibitors of MBNL1-poly(CUG) RNA binding. Muscleblind-like protein 1 (Homo sapiens), Q9NR56. TR-FRET MBNL1-His/biotin-(CUG)12 binding, 665/545 ratio. 280,000 tested, 0.036% active. Potency, µM (series often up to 57.5 µM), inactives show at the highest dose activity change, negative = inhibition, actives largely listed as inhibitors; active = well fitted inhibition curve with a large enough effect in the signal ratio, with a control signal flat, not every such curve was filed as active; inconclusive = small, poorly fitted or top-dose-only effect, or effect the other way, or a change in a side signal; inactive = no such curve, though single readings can be large or run the other way; the % refers to the signal ratio; also: potency is read from the fitted curve at half-maximal effect; % is scaled to controls: 0 for no effect and ±100 for the full control effect
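Compound titration spanned 92 nM–58 uM against the MBNL1-His/biotin-(CUG)12 complex. After 60 min at room temperature with 5 nM streptavidin-XL665 and 0.055 ng/ul terbium anti-His, ratiometric 665/545 nm emission (Ex 340 nm) normalized to controls.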
CXXC DNA block = qHTS Fluorescence Polarization Assay for Inhibitors of MLL CXXC domain - DNA interaction; Histone-lysine N-methyltransferase 2A (Homo sapiens), Q03164; MLL-CXXC / FITC-HOXA9 DNA fluorescence polarization; Potency, µM (top dose mostly 115 µM), for inactives: at the top dose activity change, negative = inhibition, most hits filed as inhibitors; 290,000 tested, 0.037% active; active = well fitted inhibition curve with a large enough effect in the polarisation, with a control signal flat, not every such curve was filed as active; inconclusive = small, poorly fitted or top-dose-only effect, or effect the other way, or a change in a side signal; inactive = no such curve, though single readings can be large or run the other way; the % refers to the polarisation; also: potency is read from the fitted curve at half-maximal effect
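Steps: dispense CXXC domain solution (7 uM) → pin compounds or unlabeled HOX-A9 DNA control → 5 min ambient → add FLSN-HOX-A9 solution (50 nM) → spin → 30 min ambient → fluorescence polarization. Tris pH 7.5/NaCl/DTT/BSA buffer.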
Starred values were filed as active, the others as inactive; ? = inconclusive; · = not tested or not shown; & = joins results of further samples; [ ] = remark or other dose. Unless noted, calls follow the shape of the dose curve; as a rule, active = well fitted curve in the direction sought with a large enough effect; inconclusive = small, poorly fitted or top-dose-only effect, or another doubt; inactive = no such curve, though single readings can be large; an effect the other way counts as inactive or inconclusive.

The line under a structure holds: TRPV1 ag | KCNH2 WT inh | AT treatment | ASM inhibitor | KCNH2 3.1 inh | Integrin act MD | Coupling enz | GALK inhibitor | MBNL1 CUG block | CXXC DNA block
1: CCOc1ccc(N2CC(C(=O)Oc3ccccc3)CC2=O)cc1 (configuration not stated)
 : 2 | 21 | 5% | -3% | 12 | 17% | -2 | -2% | -6% | 7%
2: Cc1ccccc1C(=O)N1CC(=O)Nc2ccc(F)cc2C1c1ccc(F)cc1 (configuration not stated)
 : 1 | 5 | -5% | 6% | -10 | ? | 3 | 1% | -3% | -2%
3: CC(=O)N(NC(=O)c1ccc(C)cc1)C1CC(=O)N(c2ccccc2Cl)C1=O (configuration not stated)
 : -2 | -14 | 1% | 3% | 2 | 25% | 2 | 1% | 1% | 8%
4: CC1CCCN(S(=O)(=O)c2cccc(C(=O)NCc3ccco3)c2)C1 (configuration not stated)
 : 5 | 3 | 0% | 2% | -17 | 10% | · | · | · | ·
5: CC(C)(C)OC(=O)n1cccc1/C=C1\c2ccccc2C(=O)N1c1ccccc1
 : · | 7 | · | 54%[activator] | -3 | 26% | · | · | · | ·
6: O=[N+]([O-])c1ccc(NCCNc2ccc([N+](=O)[O-])cc2)cc1
 : · | -1 | · | -1% | -38 | -7% | · | · | · | ·
7: O=S(=O)(c1ccccc1)N1c2cc(Cl)ccc2Oc2nc3ccccc3nc21
 : -1 | -6 | 10% | 43%[activator] | -23 | 28% | -2 | -3% | -7% | -4%
8: Cc1ccc(-c2c(C(=O)N/N=C/C3CCCCC3)nnn2-c2nonc2N)cc1
 : -2 | 3 | -7% | 4% | 2 | -36% | 2 | -3% | 0% | 1%
9: COc1cc([N+](=O)[O-])cc(/C=N/NC(=O)c2cc(-c3ccccc3)nc3ccccc23)c1O
 : -1 | -3 | ? | -19% | 4 | -45%[inhibitor] | 4 | 1% | -11% | -6%
10: COc1ccc(/C=C/C(=O)Nc2c(C)nn(C)c2C)cc1COc1ccc(Cl)cc1Br
 : 26 | -4 | -3% | -1% | 3 | -7% | 0 | 1% | -4% | 15%
11: COc1ccc(NC2CCCN(C(=O)CCc3ccccc3F)C2)cc1 (configuration not stated)
 : 81* | 3 | 3% | 0% | -12 | 0% | -2 | -1% | 3% | 9%
12: CCOc1cc(C2C(C#N)=C(N)SC(N)=C2C#N)ccc1OCCN1CCOCC1
 : 3 | 7 | -13% | 10% | -5 | -14% | -25 | 0% | 19% | ?
13: COc1ccc(CN(C)CC(=O)Nc2cc(OC)c([N+](=O)[O-])cc2C)c(OC)c1
 : -6 | -1 | -8% | -6% | -71* | -35% | -3 | -1% | 27% | -1%
14: CCC(C)NC(=O)c1cn(CC)c2ccc(S(=O)(=O)N3CCCCC3)cc2c1=O (configuration not stated)
 : ? | -16 | 9% | -3% | 6 | -23% | 0 | -5% | -3% | -4%
15: O=C(NN=C1CCC(c2ccccc2)CC1)c1cc2c(s1)CCCC2 (configuration not stated)
 : 2 | -7 | -5% | -2% | -1 | 9% | 2 | 1% | -23% | 0%
16: COC(=O)c1ccccc1NC(=O)CSc1nccc(C)n1
 : 3 | -7 | 3% | 2% | -11 | -4% | -4 | -3% | -15% | 3%
17: Cn1ccsc1=NC(=O)c1ccc(CS(C)(=O)=O)cc1
 : -2 | 0 | 2% | 0% | -5 | -14% | 1 | 1% | -1% | 5%
18: CC1CCC2C(=O)N(c3cc(Cl)ccc3OC(=O)c3ccco3)C(=O)C2C1 (configuration not stated)
 : 1 | -16 | 14% | 8% | -6 | 5% | -2 | 1% | -4% | 184%[activator]
19: C[C@H](CCC(=O)NCC(=O)O)[C@H]1CC[C@H]2[C@@H]3[C@H](O)C[C@@H]4C[C@H](O)CC[C@]4(C)[C@H]3C[C@H](O)[C@]12C
 : 0&1&2 | -26&19&6 | 11%&7%&-6% | 4%&11%&6% | 6&32&11 | · | 1 | · | -9% | ?
20: CC1CCCCC1NC1=NCCS1 (configuration not stated)
 : 3 | -2 | 0% | 6% | 19 | 20% | 3 | 1% | 0% | 16%
21: Cc1ccccc1-n1nc(C)c2c1N=C1C(Cl)=CC(Cl)=CN1C2c1ccc(C(=O)O)cc1 (configuration not stated)
 : 2 | -4 | -2% | -5% | 1 | -15% | -39* | 1% | 24% | -5%
22: O=C(CCCN=C1NS(=O)(=O)c2ccccc21)OCC(=O)c1ccc(F)c(F)c1
 : -1 | 17 | -2% | -1% | 3 | -4% | · | · | · | ·
23: CCN(C(=O)c1ccnc(C(C)(C)C)c1)c1ccccc1
 : -1 | -5 | 2% | 2% | -14 | 0% | 2 | -4% | -5% | 2%
24: Cn1nnc(NC(=O)c2ccc(Br)o2)n1
 : 1 | -19 | 0% | 0% | -77* | 9% | · | 4% | -4% | 0%
25: CC1CCCC(C)N1C(=O)CSc1nnc(COc2ccc(F)cc2)o1 (configuration not stated)
 : 9 | 1 | 0% | -1% | -8 | 10% | -1 | 1% | 0% | -3%
26: CCCCOc1ccc(C(=O)N/C(=C/C=C/c2ccccc2)C(=O)NCCCO)cc1
 : 17 | -1 | 2% | -14% | -7 | -24% | 1 | 0% | · | -4%
27: CCOC(=O)c1cc2c3ccccc3n(CC)c2nc1N
 : 1 | 27 | ? | · | -5 | 19% | 1 | 0% | -1% | -12%
28: CC1CCc2c(ccc3ccccc23)C1=O (configuration not stated)
 : · | -6 | · | -3% | 14 | 8% | · | · | · | ·
29: Cc1ccc(CNc2nc3ccccc3n2C)o1
 : 2 | -3 | 22% | 0% | 13 | 28% | -3 | -3% | -3% | 2%
30: COc1ccc(-c2nc3ccccc3nc2-c2ccc(OC)c(OC)c2)cc1OC
 : 12 | -3 | 2% | 135%[activator] | 20 | -45% | 0 | -5% | ? | 0%

Next section.
The line under a structure holds: TRPV1 ag | KCNH2 WT inh | AT treatment | ASM inhibitor | KCNH2 3.1 inh | Integrin act MD | Coupling enz | GALK inhibitor | MBNL1 CUG block | CXXC DNA block
31: O=S(=O)(Nc1ccccc1Cl)c1cc(NC(=S)NCCN2CCOCC2)ccc1Cl
 : -4 | -3 | 1% | -1% | -2 | -3% | 3 | 7% | -4% | 7%
32: COc1ccc(O)c(/C=N/NC(=O)c2c(C)nnn2-c2nonc2N)c1
 : -4 | -4 | -2% | 0% | -22 | -16% | 0 | 2% | -5% | 59%[activator]
33: O=C(Nc1ncccn1)c1ccc([N+](=O)[O-])cc1[N+](=O)[O-]
 : · | -9 | · | 9% | -4 | -43% | · | · | · | ·
34: Clc1ccc(Cn2ncc3c(NCc4ccccc4)ncnc32)cc1
 : ? | -27 | 3% | -1% | · | -21% | -3 | -1% | 3% | 0%
35: O=C(CSc1nc2ccsc2c(=O)n1Cc1ccccc1)NCc1ccco1
 : 1 | 1 | -3% | -2% | 1 | -13%[7.66 µM] | 7 | 0% | ? | 10%
36: COc1ccc(-c2nc3cccc(C)n3c2NCc2ccco2)cc1OC
 : 14 | 7 | -4% | 74%[activator] | 0 | -9% | -21 | 0% | 5% | 9%
37: COc1ccccc1C(CC(=O)O)NS(=O)(=O)c1ccc2c(c1)N(C(C)=O)CC(C)O2 (configuration not stated)
 : -1 | 5 | 20% | 6% | 5 | 0% | · | -1% | 1% | 13%
38: CC(C)N1CCC(NC(=O)Nc2ccc3c(c2)OCO3)CC1
 : 4 | 0 | 5% | -2% | 1 | -7% | -3 | 6% | -7% | -3%
39: C=CCSc1nccc(=O)[nH]1
 : -3 | 1 | -3% | 2% | -6 | -9% | 2 | 2% | · | -3%
40: C=CCn1c(C(O)c2ccccc2)nc2ccccc21 (configuration not stated)
 : 0 | -13 | 3% | 2% | -4 | 28% | 1 | 5% | 1% | 0%
41: c1ccc(C(c2ccccc2)c2noc(CN3CCN(CC4CC4)CC3)n2)cc1
 : -2 | -15 | 5% | 0% | -36 | 0% | 5 | 6% | 0% | 8%
42: CSc1[nH]c(=O)c(C(=O)O)cc1C#N
 : -2 | -8 | 2% | 6% | -1 | -3% | 3 | 1% | -1% | -5%
43: Cc1cc(C)nc(Nc2ccccc2Br)n1
 : -2 | 0 | 9% | 2% | -3 | 18% | 0 | 0% | 0% | 4%
